OX1R antag-1 – antagonists of human orexin 1 receptor (OX1R) | inhibition, % at 6.6 µM | AID 485270, 2010 | OX1R-expressing cells, FRET antagonist read-out | 330,000 compounds, 1.8% hits | Orexin/Hypocretin receptor type 1 (Homo sapiens), O43613; in the data active = inhibition mostly above about 38%, no sharp cut-off; inactive = mostly below about 40%;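 also: 0% = agonist challenge alone and 100% = reference antagonist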
Target sequence (O43613 whole entry, looked up): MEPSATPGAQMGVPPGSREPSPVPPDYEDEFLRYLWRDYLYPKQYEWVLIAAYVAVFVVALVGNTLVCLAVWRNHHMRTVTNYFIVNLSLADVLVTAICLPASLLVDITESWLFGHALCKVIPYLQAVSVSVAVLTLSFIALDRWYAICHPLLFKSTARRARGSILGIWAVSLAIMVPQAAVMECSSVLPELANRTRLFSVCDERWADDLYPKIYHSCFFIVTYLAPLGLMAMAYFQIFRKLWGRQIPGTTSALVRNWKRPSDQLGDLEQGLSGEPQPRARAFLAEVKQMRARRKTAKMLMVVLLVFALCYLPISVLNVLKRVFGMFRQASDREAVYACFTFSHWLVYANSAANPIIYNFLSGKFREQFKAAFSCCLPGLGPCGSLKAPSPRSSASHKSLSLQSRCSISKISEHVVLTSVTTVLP
OX1R antag-2 – OX1R (HCRTR1) antagonists, primary screen, fluorescence, CHO/OX1R cells, Fluo-8 calcium, orexin A. 330,000 compounds, 0.43% hits. AID 434989, 2010. Fluo-8 calcium fluorescence. inhibition, % at 5 µM. Orexin/Hypocretin receptor type 1 (Homo sapiens), O43613;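 active = inhibition above its plate's threshold, mean inhibition of all tested compounds on the plate plus 3 SD, cut at about 37% in these data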;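 also: 0% = orexin A challenge wells and 100% = SB-334867-A antagonist wells; not every result past the cut was called active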
STK33 kinase inh – inhibitors of purified STK33 kinase, primary screen, biochemical, ADP-Glo luminescence, homogeneous, cell-free | 320,000 compounds, 0.073% hits | MBP phosphorylation | inhibition, % at 10 µM | Serine/threonine-protein kinase 33 (Homo sapiens), Q9BYT3;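 active = inhibition at or above 25%, using the most active replicate where run in duplicate; inactive = inhibition below 25%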
Target sequence (Q9BYT3 whole entry, looked up): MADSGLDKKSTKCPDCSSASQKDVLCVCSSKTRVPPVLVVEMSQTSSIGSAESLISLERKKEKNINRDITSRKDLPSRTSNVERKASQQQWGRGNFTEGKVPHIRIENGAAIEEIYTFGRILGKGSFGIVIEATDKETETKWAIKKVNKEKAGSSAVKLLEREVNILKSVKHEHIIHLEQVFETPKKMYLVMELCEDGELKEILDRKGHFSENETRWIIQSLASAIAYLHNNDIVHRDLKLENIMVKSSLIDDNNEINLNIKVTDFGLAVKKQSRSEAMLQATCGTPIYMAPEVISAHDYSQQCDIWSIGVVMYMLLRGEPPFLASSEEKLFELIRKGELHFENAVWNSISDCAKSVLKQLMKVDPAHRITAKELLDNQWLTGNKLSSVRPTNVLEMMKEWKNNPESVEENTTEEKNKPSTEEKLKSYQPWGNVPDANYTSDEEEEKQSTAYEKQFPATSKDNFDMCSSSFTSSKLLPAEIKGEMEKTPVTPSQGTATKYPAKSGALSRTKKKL
Active calls of the source: *; nt = no result given.

SMILES	OX1R antag-1	OX1R antag-2	STK33 kinase inh
CCC(CC)C(=O)OCC(=O)Nc1cccc([N+](=O)[O-])c1	34	-6	-2.2
O=C(Oc1cccc(-n2cnnn2)c1)c1ccco1	-2	-22	-2.6
Cc1ccc(OCC(=O)NCCO)cc1C	20	-13	-3.4
COc1ccc(C(C(=O)NCC2CCCO2)N(C(=O)CNC(=O)c2ccco2)c2ccccc2)cc1OC (configuration not stated)	28	-13	4.6
Cc1ccc(-c2nc(SC(C)C(=O)N3CCCC3)n[nH]2)cc1 (configuration not stated)	22	-11	0.9
Cc1ccc(C(=O)NCc2nnc(SCC(=O)Nc3sc4c(c3C#N)CCCC4)n2C)cc1	2	-57	1.0
COc1ccc([C@@H]2COc3c(ccc4c3C=CC(C)(C)O4)C2)c(OC)c1	12	-24	0.0
Cc1ccc(Cl)cc1N(CC(=O)NCc1ccccc1)S(C)(=O)=O	3	-31	-0.6
CCCCN=C1NC(=O)C(CC(=O)Nc2ccc(Cl)cc2)S1 (configuration not stated)	22	-24	2.8
COc1ccc(S(=O)(=O)N2CCC(C(=O)N3CCc4ccccc4C3)CC2)cc1OC	0	-25	-0.8
CC(C)CN1C(=O)c2ccc(NC(=O)C3CC3)cc2C1=O	13	2	-4.3
O=c1[nH]c(-c2ccc(-c3cccc(Cl)c3)o2)nc2ccccc12	14	1	-0.4
C=CCN1C(=O)C2(OCCCO2)c2cccc(C)c21	23	-11	1.9
O=C(Cn1cnc2c(OCc3ccccc3)ncnc21)NCCN1CCOCC1	10	-15	-0.9
Cc1cc(NC(=O)c2noc3c2CCc2ccccc2-3)n(-c2ccccc2)n1	1	-22	-1.7
CN(C(=O)Cn1nnc(-c2cccnc2)n1)C1CCCCC1	7	-1	0.6
Cc1ccccc1CSCc1ccc(C(=O)NCCCN2CCOCC2)o1	18	-17	0.1
O=C(NC1CC1)C1CCN(C2CCN(C(=O)Cc3ccc4c(c3)OCO4)CC2)CC1	3	2	-2.3
CC1=NN(c2ccccc2)C(=O)/C1=C\N(O)c1ccccc1	12	-16	2.1
CCC(C)(C)NC(=O)CN(Cc1ccccc1Cl)C(=O)CCC(=O)Nc1cc(C)ccn1	26	-21	-0.1
COc1ccc(S(=O)(=O)N(C)C)cc1NC(=O)COC(=O)CC1CCCC1	12	-19	-3.0
Cc1ccc2c(c1)N(CC(=O)N1CCCCC1)C(=O)C(C)O2 (configuration not stated)	5	-12	-0.9
Cc1ccc2[nH]c(=O)c3cc(C(=O)N(C)Cc4ccco4)sc3c2c1	5	-18	1.2
CSc1ccccc1NC(=O)C1CC(c2ccccc2Cl)=NO1 (configuration not stated)	16	-33	-1.2
CC(OC(=O)c1cccs1)C(=O)NCc1ccccc1 (configuration not stated)	30	-18	-0.6
Cc1ccc(C2CC(C(F)F)n3ncc(C(=O)Nc4c(C)nn(Cc5c(F)cccc5Cl)c4C)c3N2)cc1 (configuration not stated)	9	0	-4.0
Cc1ccc(NC(=O)COc2ccc(/C=N/NC(=O)CSCc3ccccc3)cc2)cc1	17	33	-2.5
C/C(=N/OC(=O)c1c(F)cccc1F)c1nccs1	7	1	0.8
O=C(CS(=O)(=O)c1ccccc1Cl)N1CCOCC1	18	-8	-1.8
CCC(C)OC(=O)C1C(c2ccccc2)C(C(=O)O)C1c1ccccc1 (configuration not stated)	24	-11	-1.8
COc1cc(NC(=O)CCN2CCN(C)CC2)cc(OC)c1	7	-7	-0.3
Cc1cccc(C)c1OCc1nc2ccccc2[nH]1	16	-21	-0.9
COc1ccc(-c2oc3ccccc3c2C#Cc2cncn2C)cc1	4	3	-0.6
CC(C)NC(=O)/C(=C\c1cccc([N+](=O)[O-])c1)NC(=O)c1ccccc1	8	-9	0.1
Cc1ccc(NC(=O)C2CCC(C(C)(C)C)CC2)cc1S(=O)(=O)N1CCOCC1 (configuration not stated)	13	-7	0.0
O=c1c(Cl)c(NCc2ccc(F)cc2Cl)cnn1C12CC3CC(CC(C3)C1)C2	4	-11	-1.2
CC12CCC(=O)N1C(C(=O)Nc1ccc(F)c(Cl)c1)CS2 (configuration not stated)	20	-22	0.2
O=C(CSc1nc2ccccc2c(=O)n1-c1ccc(F)cc1F)c1c[nH]c2ccccc12	19	-10	0.0
CC1CCN(S(=O)(=O)c2ccc(S(=O)(=O)NCc3ccco3)cc2)CC1	8	0	-2.7
COc1ccc(NC(=O)c2cc(=O)c3ccccc3o2)cc1Cl	17	-7	-1.1
CCCCC1(CC(=O)OCC)C(=O)N(c2ccccc2)N(c2ccccc2)C1=O	6	-35	-1.1
O=C(CCn1cccc1)N1CCc2ccccc21	18	-24	-1.5
COc1ccccc1N(CC(=O)NCCc1ccccc1)C(=O)CCC(=O)Nc1cc(C)ccn1	32	-26	-0.6
Cc1ccccc1NC(=S)N(CCc1c(C)[nH]c2ccc(F)cc12)Cc1ccncc1	22	-17	nt
Cc1[nH]n(-c2ccc(Cl)cc2)c(=O)c1N=Nc1cccnc1	21	-25	-0.5
CCOC(=O)c1cc(C)n(Cc2ccccc2)c1C	9	-11	-1.7
O=C(Nc1cccc(Cl)c1Cl)C1CCN(c2ncccn2)CC1	6	-6	-1.0
Cc1ccc(S(=O)(=O)Oc2ccc(/C=C(/NC(=O)c3ccccc3)C(=O)NCC(=O)O)cc2)cc1	35	-17	-1.1
Cc1nc2ccccc2c(C)c1C(=O)c1ccc(F)cc1	38	-22	nt
Cc1ccc2c(c1)C(=O)C(=O)N2c1ccc(Cl)cc1	11	7	-0.3
Additional results:
SMILES	OX1R antag-1	OX1R antag-2	STK33 kinase inh
N#C/C(=N\Nc1ccccc1Cl)C(=O)c1ccccc1	39	18	0.0
COc1ccc(-c2oc3ccc(-c4cc(OC)c(OC)c(OC)c4)cc3c2C#Cc2ccccn2)cc1	4	-29	-0.3
Cc1ccc(C(C)C)c(OCCN)c1	0	-1	0.5
CC(OC(=O)C1=COCCO1)C(=O)Nc1ccc(Cl)cn1 (configuration not stated)	0	-13	nt
CC(C)Cc1cc(-c2ccco2)c(C#N)c(N)n1	22	-16	-0.5
O=C(O)/C=C\C(=O)Nc1ccccc1C(=O)N1CCN(c2ccc(Cl)cc2)CC1	24	-14	-0.6
COc1cc(NS(=O)(=O)c2ccc(NC(=O)/C(=C/c3ccccc3Cl)NC(=O)c3ccccc3)cc2)nc(OC)n1	2	-22	-1.1
CC(=O)Nc1ccc(NC(=O)Cn2cnc(S(=O)(=O)N3CCOCC3)c2)cc1	4	-10	-0.3
O=C1CCCCC1	4	-13	-0.7
CC(=O)c1cnn(-c2nc3c(C)cccc3s2)c1C	25	-15	-3.5
CCOC(=O)c1sc(Nc2nc3c(F)cccc3s2)cc1C	54	-23	-3.1
Cc1cc(NC(=O)CSc2nc(=O)cc(N)n2-c2ccc(F)cc2)no1	18	2	0.7
Cc1ccc(-c2c(C#N)c(N)n3c(nc4ccccc43)c2C#N)cc1	80	-5	0.1
CC(=O)c1cc2ccccc2oc1=O	1	-3	0.0
CCCCC(=O)Nc1cccc(NC(=S)NC(C)=O)c1	-7	-4	0.7
CCOC(=O)N1CCN(C(=O)c2ccc3c(c2)N(Cc2cc(C)ccc2C)C(=O)c2ccccc2S3=O)CC1 (configuration not stated)	18	-42	-0.1
C#CCOCCOCCOCCNc1nc(N2CCN(C(=O)[C@H](CCC(=O)O)n3cc(C(N)CO)nn3)CC2)nc(N2CCN(C(=O)[C@H](Cc3cc4ccccc4[nH]3)n3cc(C(N)[C@H](C)CC)nn3)CC2)n1 (some centres not stated)	15	-7	-3.5
CC(C)(C)[C@@H]1CCC(=O)N(CC[C@H](Sc2ccc(Br)cc2)c2ccccc2)CC1	-2	13	-0.9
CN(C)c1ccc(NS(=O)(=O)c2cc(Cl)ccc2Cl)cc1	9	-12	-0.9
Cc1cccn2c(CNCCCn3ncc4ccccc43)c(C(=O)N3CCCCC3)nc12	12	-42	1.1
CCc1ccc(OCC(=O)NNC(=O)c2cc3ccccc3o2)cc1	9	-1	-0.2
O=C1C2CC=C(Cl)CC2C(=O)N1CC1Cc2ccccc2CO1 (configuration not stated)	7	-28	-0.8
CCCCCCCCOC(=O)/C=C/c1c(C)[nH]c(=O)[nH]c1=O	5	-17	-1.3
COc1ccc(Cl)cc1NC(=O)[C@@H]1CCCN1C(=O)c1cccs1	1	-15	-0.5
Cc1nnc(N/N=C/c2ccccc2O)n1N	160*	-17	-1.4
O=C(O)c1cc(-c2cccs2)nn1-c1cccc(Cl)c1	32	-8	-3.2
O=C(c1cccs1)N(Cc1cccc(Cl)c1)C1CCS(=O)(=O)C1 (configuration not stated)	5	-10	1.8
O=C1c2ccccc2CN1c1ccccc1	18	-7	0.1
CC(C)OC(=O)CSc1nc(Cc2ccccc2)nc2ccccc12	15	-31	0.5
CCC(=O)Nc1ccc(Cl)c(NC(=O)c2ccc(Br)o2)c1	17	-17	5.1

3 structures from above, ordered by length of the SMILES, lowest first.
SMILES	OX1R antag-1	OX1R antag-2	STK33 kinase inh
COc1cc(NC(=O)CCN2CCN(C)CC2)cc(OC)c1	7	-7	-0.3
CN(C)c1ccc(NS(=O)(=O)c2cc(Cl)ccc2Cl)cc1	9	-12	-0.9
Cc1ccc(C2CC(C(F)F)n3ncc(C(=O)Nc4c(C)nn(Cc5c(F)cccc5Cl)c4C)c3N2)cc1 (configuration not stated)	9	0	-4.0

New compounds follow:
SMILES	OX1R antag-1	OX1R antag-2	STK33 kinase inh
O=C(CN1C(=O)C2CC=C(Cl)CC2C1=O)N1CCOCC1 (configuration not stated)	-1	-22	-1.5
CCOC(=O)/C=C1\NC(C)(C)Cc2cc(OC)c(O)cc21	1	-28	0.0
Cc1ccc(N=C2SCCCN2C(=O)C2=COCCO2)cc1Cl	9	-28	-0.5
O=C(O)c1cccc(S(=O)(=O)N(Cc2ccccc2)c2ccc(Cl)cc2)c1	32	-20	2.5
COC(=O)c1ccc(COc2ccc(C)c(C)c2)o1	-10	7	-0.6
COc1cccc(C(=O)NC2CCNCC2)c1	31	0	-1.0
O=C(Cc1ccccc1)Nc1ncccc1Cl	9	2	-1.3
Nc1nn2c(C(F)(F)F)cc(=O)[nH]c2c1N=Nc1cccc(F)c1	21	9	1.4
COc1cccc(CC(=O)OCC(=O)NCc2ccc3c(c2)OCO3)c1	5	-9	-0.4
COC(=O)/C(C#N)=C/c1c[nH]c2ccccc12	30	1	-1.0
CC(=O)c1ccc(N(C(=O)c2ccco2)C(C(=O)NC2CCCC2)c2cccs2)cc1 (configuration not stated)	16	-40	-1.0
CC(C)CCn1c2ccccc2c2cc(CC(N)=O)ccc21	3	-24	-0.9
O=C(c1cc(=O)[nH]c2ccccc12)N1CCN(S(=O)(=O)c2ccc(Cl)cc2)CC1	5	-2	-1.4
O=c1c2[nH]cnc2n(-c2cccc(F)c2)c(=O)n1Cc1ccccc1	4	-24	-0.2
CCCCNC(=O)c1onc(CSc2ccccc2F)c1C(=O)O	30	-10	-1.6
CCCCCNC(=O)C1CC=CCC1C(=O)O (configuration not stated)	9	-6	-1.5
Cc1cc(C(=O)CN2CCC(C)CC2)c(C)n1-c1ccc(F)cc1	7	-9	-3.2
O=C1C(=O)N(c2nccs2)C(c2ccccc2)/C1=C(\O)c1ccc2c(c1)OCCO2 (configuration not stated)	10	-6	1.5
COc1ccc(CCN(C)C(=O)c2oc3ccccc3c2C)cc1OC	22	-13	nt
O=C(Nc1ccc2c(c1)oc1ccccc12)N1CCOCC1	16	-19	0.9
Cc1cccc(C)c1NC(=O)Cc1cccs1	7	-5	-1.9
Nc1ccc(C(=O)c2ccccc2C(=O)O)cc1Cl	7	-12	-1.2
Cc1cccc(-c2nc(-c3ccncc3)no2)c1	-2	-18	3.0
O=C(N/C(=C\c1ccc(Br)cc1)C(=O)N1CCOCC1)c1ccccc1Cl	0	2	-0.2
O=C(CCSc1nc(-c2ccco2)cc(C(F)(F)F)n1)N1CCCc2ccccc21	26	-39	-1.6
C=CCNC(=S)NCCCCC1NC(=S)N(CC=C)C1=O (configuration not stated)	34	-6	-3.2
CCN(CC)S(=O)(=O)c1ccc(Cl)c(NC(=O)COc2ccc3c(C)cc(=O)oc3c2)c1	20	-9	0.1

Of the compounds above, 15 have an aryl methoxy group:
SMILES	OX1R antag-1	OX1R antag-2	STK33 kinase inh
COc1ccc(C(C(=O)NCC2CCCO2)N(C(=O)CNC(=O)c2ccco2)c2ccccc2)cc1OC (configuration not stated)	28	-13	4.6
COc1ccc([C@@H]2COc3c(ccc4c3C=CC(C)(C)O4)C2)c(OC)c1	12	-24	0.0
COc1ccc(S(=O)(=O)N2CCC(C(=O)N3CCc4ccccc4C3)CC2)cc1OC	0	-25	-0.8
COc1ccc(S(=O)(=O)N(C)C)cc1NC(=O)COC(=O)CC1CCCC1	12	-19	-3.0
COc1cc(NC(=O)CCN2CCN(C)CC2)cc(OC)c1	7	-7	-0.3
COc1ccc(-c2oc3ccccc3c2C#Cc2cncn2C)cc1	4	3	-0.6
COc1ccc(NC(=O)c2cc(=O)c3ccccc3o2)cc1Cl	17	-7	-1.1
COc1ccccc1N(CC(=O)NCCc1ccccc1)C(=O)CCC(=O)Nc1cc(C)ccn1	32	-26	-0.6
COc1ccc(-c2oc3ccc(-c4cc(OC)c(OC)c(OC)c4)cc3c2C#Cc2ccccn2)cc1	4	-29	-0.3
COc1cc(NS(=O)(=O)c2ccc(NC(=O)/C(=C/c3ccccc3Cl)NC(=O)c3ccccc3)cc2)nc(OC)n1	2	-22	-1.1
COc1ccc(Cl)cc1NC(=O)[C@@H]1CCCN1C(=O)c1cccs1	1	-15	-0.5
CCOC(=O)/C=C1\NC(C)(C)Cc2cc(OC)c(O)cc21	1	-28	0.0
COc1cccc(C(=O)NC2CCNCC2)c1	31	0	-1.0
COc1cccc(CC(=O)OCC(=O)NCc2ccc3c(c2)OCO3)c1	5	-9	-0.4
COc1ccc(CCN(C)C(=O)c2oc3ccccc3c2C)cc1OC	22	-13	nt
